KCNH2 3.1 inh – qHTS for Inhibitors of KCHN2 3.1: Mutant qHTS; Potassium voltage-gated channel subfamily H member 2, brain isoform KCNH2 3.1 (human); U2OS KCNH2 3.1, thallium flux FluxOr; active compounds read low; activity change, % (tested at about 1.8 µM); 340,000 compounds, 0.95% hits;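 active means maximum activity change below -70%; inconclusive means maximum activity change from -70% to -50%; inactive means maximum activity change above -50%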;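 further: thallium influx rate constant from kinetic fluorescence after stimulation buffer; on the % scale 0 is the no-effect control and ±100 the full control effect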
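Normalized rate constant (relative to positive and negative DMSO controls) derived from a 2 min kinetic fluorescence read after stimulation; U2OS cells expressing the 3.1 isoform via virus at 1.77 x 10^8 /mL.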
GALK inhibitor – qHTS Assay for Inhibitors of Human Galactokinase (GALK); Purified GALK, Kinase-Glo residual ATP luminescence; Potency, µM (top dose mostly 57.5 µM), inactives show at the top dose activity change, negative = inhibition, actives largely listed as inhibitors; 270,000 compounds, 0.007% hits; AID 1868, 2009; further: potency means the concentration at half of the fitted maximal effect; on the % scale 0 is the no-effect control and ±100 the full control effect
Target sequence (P51570 whole entry, looked up): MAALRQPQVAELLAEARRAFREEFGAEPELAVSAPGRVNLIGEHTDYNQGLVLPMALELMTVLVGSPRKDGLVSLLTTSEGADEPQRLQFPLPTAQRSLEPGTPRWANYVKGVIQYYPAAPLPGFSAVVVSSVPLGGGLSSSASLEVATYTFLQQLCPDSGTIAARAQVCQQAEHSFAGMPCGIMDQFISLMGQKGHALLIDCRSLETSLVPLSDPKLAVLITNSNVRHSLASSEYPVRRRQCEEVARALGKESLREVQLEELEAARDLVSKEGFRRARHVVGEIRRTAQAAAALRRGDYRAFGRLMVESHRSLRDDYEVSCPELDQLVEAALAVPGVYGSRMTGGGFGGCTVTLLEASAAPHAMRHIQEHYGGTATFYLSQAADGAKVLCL
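Compounds were pin-transferred into ATP buffer (35 uM final), then GALK plus galactose (5 nM, 100 uM final) was added. After 1 h at room temperature, Kinase-Glo Plus was added and luminescence read after 10 min.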
AT treatment – qHTS Assay for Identifying a Potential Treatment of Ataxia-Telangiectasia. Potency, µM (titrated, usually from 57.5 µM), for inactives: at the highest dose activation, most hits filed as activators. 320,000 compounds, 0.19% hits. […] A-T fibroblasts, KAP-1 phosphorylation AlphaLISA; neocarzinostatin DNA damage 30 min before lysis; further: potency means the concentration at half of the fitted maximal effect; % of control where 0% means no effect; nearly all actives have a fitted effect of over 45% in size
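ATM-like activity read as KAP-1 phosphorylation via AlphaLISA donor/acceptor antibody pairs after lysis and 6 hr at 25C. Cells were ATM-null patient fibroblasts ([…], hTERT), dosed 60 min, then exposed to the DSB inducer NCS for 30 min.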
KCNH2 WT inh – qHTS for Inhibitors of KCHN2 3.1: Wildtype qHTS. AID 720551, 2013. activity change, % at 1.84 µM. 340,000 compounds, 0.37% hits. U2OS, BacMam KCNH2, thallium flux FluxOr; active compounds read low. Voltage-gated inwardly rectifying potassium channel KCNH2 (Homo sapiens), Q12809;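 active means maximum activity change below -70%; inconclusive means maximum activity change between -70% and -50%; inactive means maximum activity change above -50%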; further: on the % scale 0 is the no-effect control and ±100 the full control effect
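U2OS cells transduced with wild-type KCNH2 virus are loaded with FluxOr dye for 45 min, and thallium flux is measured in kinetic reads before and after stimulation buffer. Rate constants are normalized to DMSO controls.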
S-ASM inh – Inhibitors of Secretory Acid Sphingomyelinase (S-ASM): qHTS. 340,000 compounds, 0.006% hits. placental ASM, HMU-PC fluorogenic substrate, 60 min. Potency, µM (doses to about 57.5 µM), for the others: at the highest dose activity change, negative = inhibition, hits mostly inhibitors. Sphingomyelin phosphodiesterase (Homo sapiens), P17405. AID 504937, 2011; further: potency means the concentration at half of the fitted maximal effect
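HMU-PC0 cleavage (9 uM final) by human placental ASM, 60 min at 37 °C following 10 min compound exposure at RT; stopped at pH 10, fluorescence Ex 386/Em 447 nm.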
MBNL1 CUG block – qHTS Assay for Inhibitors of MBNL1-poly(CUG) RNA binding. 280,000 compounds, 0.036% hits. Potency, µM (doses to about 57.5 µM), for inactives: top-dose activity change, negative = inhibition, hits mostly inhibitors. TR-FRET MBNL1-His/biotin-(CUG)12 binding, 665/545 ratio. AID 2675, 2010; active means well fitted inhibition curve with a large enough effect in the signal ratio, with a control signal flat, not every such curve was filed as active; inconclusive means small, poorly fitted or top-dose-only effect, or effect the other way, or a change in a side signal; inactive means no such curve, though single readings can be large or run the other way; the % refers to the signal ratio; further: potency means the concentration at half of the fitted maximal effect; on the % scale 0 is the no-effect control and ±100 the full control effect
Target sequence (Q9NR56 whole entry, looked up): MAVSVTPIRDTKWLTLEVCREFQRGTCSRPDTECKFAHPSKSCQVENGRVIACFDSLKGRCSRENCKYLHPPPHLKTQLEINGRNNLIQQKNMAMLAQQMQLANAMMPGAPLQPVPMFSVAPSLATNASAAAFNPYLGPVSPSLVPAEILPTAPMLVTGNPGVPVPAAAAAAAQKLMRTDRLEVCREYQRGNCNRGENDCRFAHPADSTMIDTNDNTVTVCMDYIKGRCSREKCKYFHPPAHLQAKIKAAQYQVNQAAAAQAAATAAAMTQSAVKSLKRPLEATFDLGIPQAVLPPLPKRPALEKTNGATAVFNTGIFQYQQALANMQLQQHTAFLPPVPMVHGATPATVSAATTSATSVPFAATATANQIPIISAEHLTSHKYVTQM
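MBNL1-His + Biotin-(CUG)12, cpd titration 92 nM–58 uM; Tb anti-His Ab 0.055 ng/ul, SA-XL665 5 nM (final); 60 min RT; ratiometric 665/545 nm, Ex 340 nm; normalized to buffer and full-complex controls.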
MLL CXXC-DNA inh – qHTS Fluorescence Polarization Assay for Inhibitors of MLL CXXC domain - DNA interaction | Histone-lysine N-methyltransferase 2A (Homo sapiens), Q03164 | MLL-CXXC / FITC-HOXA9 DNA fluorescence polarization | Potency, µM (highest dose often 115 µM), without a hit: at the top dose activity change, negative = inhibition, most hits filed as inhibitors | 290,000 compounds, 0.037% hits | AID 2662, 2010; active means well fitted inhibition curve with a large enough effect in the polarisation, with a control signal flat, not every such curve was filed as active; inconclusive means small, poorly fitted or top-dose-only effect, or effect the other way, or a change in a side signal; inactive means no such curve, though single readings can be large or run the other way; the % refers to the polarisation; further: potency means the concentration at half of the fitted maximal effect
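Fluorescence polarization: 7 uM MLL-CXXC (stock) preincubated 5 min with compounds, then 50 nM fluorescein-HOX-A9 DNA (stock) added; 30 min ambient. Buffer 50 mM Tris-HCl pH 7.5, 50 mM NaCl, 1 mM DTT, 0.05% BSA.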
TRPV1 agonist – HTS Assay for Compounds that Act as Agonists of the Vanilloid Receptor 1; 320,000 compounds, 0.19% hits; Transient receptor potential cation channel subfamily V member 1 (Homo sapiens), Q8NER1; TRPV1-expressing cells, Fluo-8 calcium influx, agonist mode; activation, % at 8.33 µM; AID 540275, 2011; in the data active means activation above about 80%; inconclusive means between about 30% and that limit; further: 0% is about no effect
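TRPV1-expressing cells were cultured overnight at 35.5C and loaded with Fluo-8 calcium dye for 40 to 90 min at room temperature. After a 10 s baseline, compound was added and calcium influx was read kinetically for 3 min (ex 480/em 520 nm).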
Coupling enz – qHTS Assay for Inhibitors of Fructose-1,6-bisphosphate Aldolase from Giardia Lamblia: Coupling assay counterscreen | coupling enzyme system counterscreen, AmpLite Red fluorescence | activity change, negative = inhibition, % at 58.2 µM, hits read low | 290,000 compounds, 0.67% hits | AID 2472, 2010; in the data active means activity change below about -30%; further: on the % scale 0 is the no-effect control and ±100 the full control effect
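First, compound is pin-transferred into glyceraldehyde-3-phosphate coupling-enzyme reagent at 57.5 uM final and held 10 min at RT. Next, substrate, coupling system and AmpLite Red are added. After 20 min RT, fluorescence (525/598 nm) is read.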
Integrin act MD – qHTS for Activators of Integrin-Mediated Alleviation for Muscular Dystrophy. 350,000 compounds, 0.064% hits. alpha7betagal myoblasts, beta-gal FDG fluorescence, 48 h. AID 624291, 2012. Potency, µM (highest dose often 38.3 µM), inactives show top-dose activation, actives largely listed as activators;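 further: potency means the concentration at half of the fitted maximal effect; 100% = response of the positive control SU9516; nearly all actives have a fitted effect of over 60% in size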
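alpha7betagal+/- myoblasts (passage 13, 250/well) treated 48 h at 37C with compounds at 1:260 dilution of DMSO stock. Lysed, then beta-galactosidase activity read as FDG fluorescence (ex 480/em 540) after 30 min, with pre-read for autofluorescence.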
Starred values were filed as active, the others as inactive; i = inactive; ? = inconclusive; · = no result given; [ ] = dose if it differs, or a comment. Unless noted, the call rests on the fitted dose curve; in most records, active means well fitted curve in the direction sought with a large enough effect; inconclusive means small, poorly fitted or top-dose-only effect, or another doubt; inactive means no such curve, though single readings can be large; an effect the other way counts as inactive or inconclusive. No enrichment for hits; 2% or so of the library scored in one or more.

SMILES	KCNH2 3.1 inh	GALK inhibitor	AT treatment	KCNH2 WT inh	S-ASM inh	MBNL1 CUG block	MLL CXXC-DNA inh	TRPV1 agonist	Coupling enz	Integrin act MD
COc1ccc(NC(=O)Cc2ccsc2)cc1S(=O)(=O)N1CCOCC1	1	·	3%	14	3%	·	·	2	·	14%
Cc1ccccc1C(=O)Nc1cccc(C(=O)N/N=C/c2cc(Cl)cc([N+](=O)[O-])c2O)c1	3	0%	-4%	-13	-21%	19%	-9%	-9	7	-13%
CCN(CC)C(=O)c1sc2c(c1C)c(=O)n(-c1ccc(C)c(C)c1)c(=O)n2CC(=O)NCC1CCCO1 (configuration not stated)	3	5%	-2%	-15	6%	-4%	2%	4	0	-1%
Cc1ccc(C(=O)NCC(=O)OC(C)C(=O)NC2CCCc3ccccc32)cc1 (configuration not stated)	1	·	-1%	-11	·	·	·	-9	·	0%
Cc1ccc(C)c(S(=O)(=O)Nc2cc3c4c(c2)CCC(=O)N4CCC3)c1	9	·	-10%	1	4%	·	·	-3	·	-31%
O=C(OCCCCOC(=O)c1ccccc1)c1ccccc1	-6	·	17%	-1	-3%	-5%	3%	23	1	15%
COc1cc(/C=N/NC(=O)c2cccc(NC(=O)c3ccccc3)c2)ccc1O	3	0%	-5%	5	-5%	?	12%	-2	1	4%
Nc1ccc2c3c(cccc13)-c1ccccc1-2	?	·	·	-40	12%	·	·	·	·	3%
COc1cccc(C(=O)Nc2ccc(NC(=O)C3CC=CCC3C(=O)O)cc2)c1 (configuration not stated)	-2	7%	11%	-5	3%	1%	-9%	-1	·	3%
O=C(Nc1ccc(Cl)cc1)c1cncs1	5	7%	-13%	-5	5%	-5%	?	21	1	-13%
O=C(NCC1CCCO1)/C(=C\c1ccccc1F)NC(=O)c1ccccc1 (configuration not stated)	2	-1%	1%	-1	1%	-4%	4%	-1	1	11%
O=C(COc1ccc(Cl)cc1)N1CCN(C(=O)c2ccccc2F)CC1	-9	-2%	-9%	21	-2%	2%	6%	3	1	23%
CC(C)NC(=O)c1ccccc1S(=O)c1ccccc1C#N (configuration not stated)	-17	-1%	2%	-12	5%	-3%	-18%	-1	2	31%
CC1CN(c2cnn(C(C)C)c(=O)c2Cl)CC(C)O1 (configuration not stated)	12	-3%	-7%	·	2%	-15%	11%	0	1	-43%
N[C@@H](Cc1ccccc1)c1nnc2sc(SCc3ccccc3)nn12	-4	-2%	-3%	-1	0%	-5%	7%	2	1	-33%
CC(C)(C)c1ccc(-c2cn(-c3ccc(Br)cc3)c3[n+]2CCCS3)cc1	·	7%	-6%	-45	-4%	-5%	13%	4	1	?
COc1ccc(C(=O)/C(=C/O)N=Nc2ccc(F)cc2)cc1	-3	1%	-10%	-11	-1%	?	-5%	28	4	-63%[inhibitor]
O=C(Nc1ccc(Cl)c(Cl)c1)Nc1cc(S(=O)(=O)N2CCOCC2)ccc1N1CCCC1	-23	-3%	5%	?	-11%	7%	6%	0	-2	-40%
O=C(CN1C(=O)c2cccc3cccc1c23)N1CCN(c2cccc(Cl)c2)CC1	-1	0%	-1%	-15	9%	10%	?	0	2	13%
Cc1c(NS(=O)(=O)c2ccc(Cl)c(C(=O)OC(C)C(=O)NCc3ccco3)c2)c(=O)n(-c2ccccc2)n1C (configuration not stated)	-7	7%	-2%	8	5%	-5%	10%	-4	-2	10%
O=C(COC(=O)/C=C/c1cccs1)NC(c1ccccc1)c1ccccc1	10	-1%	28%	-7	6%	-3%	9%	1	0	24%
CCOc1ccc(OCC(=O)NCCS(=O)(=O)N2CCN(c3ccc(F)cc3)CC2)cc1	?	13%	8%	28	-1%	1%	1%	2	3	17%
CCOC(=O)C1CCN(Cc2nc3ccc(Cl)cc3n2CCO)CC1	10	2%	8%	6	1%	-7%	-7%	1	2	0%
COc1ccc(CCc2cc(OC)c(OC)c(OC)c2)cc1	-12	·	·	-9	2%	·	·	·	·	7%
Cc1c(NC(=O)c2nn(CC(C)C)c(=O)c3ccccc23)c(=O)n(-c2ccccc2)n1C	7	·	2%	-1	9%	·	·	-2	·	-20%
CC(C)c1c(C(=O)N/N=C/c2ccncc2)nnn1-c1nonc1N	21	0%	22%	4	3%	22%	14%	28	2	?
O=C(CCC(=O)Nc1ccccc1)NNC(=O)c1cccs1	-6	·	0%	-2	2%	-3%	-1%	-1	-1	-9%
Cc1ccc(CCc2nnc(SCC(=O)Nc3cccc(Cl)c3)n2-c2ccccc2)o1	-6	0%	4%	-1	4%	?	?	2	3	12%
CC(NC(=O)c1cn(C(C)c2ccccc2F)nn1)c1ccncc1 (configuration not stated)	27	-1%	-4%	-1	2%	4%	1%	?	2	14%
Cc1csc(Sc2nc3c(c(=O)[nH]c(=O)n3C)n2Cc2ccccc2Cl)n1	-4	3%	9%	3	4%	1%	4%	14	11	31%
COc1ccc(-c2noc(CSc3nc(-c4ccccc4)cc(=O)[nH]3)n2)cc1OC	-12	-5%	20%	-4	-2%	6%	-8%	-2	-1	-1%
N#Cc1c(SCC(=O)O)nc(N2CCCCC2)c2c1CCCC2	-28	-3%	-4%	-14	6%	6%	-14%	-3	14	-10%
O=C(Cc1ccc(Cl)cc1)NC1CC1	4	8%	19%	i	0%	0%	-6%	5	0	-12%
Cc1ccccc1N(Cc1nnc2n1CCCCC2)C(=O)Nc1ccccc1	2	7%	1%	3	6%	-8%	-1%	-2	-1	6%
COc1ccc(Cl)cc1NS(=O)(=O)N1CCOCC1	0	0%	36%	-3	1%	-1%	-1%	-1	·	6%
CS/C(N)=N/N=C/c1c(O)ccc2ccccc12	14	4%	-4%	7	-2%	13%	1%	21	-7	-2%
Cc1nc(SCC(=O)c2ccc(F)c(F)c2)[nH]c(=O)c1Oc1ccc(Cl)cc1	-8	-2%	4%	1	3%	·	-3%	-2	11	29%
CCCCn1c(N)c(N(CCC(C)C)C(=O)CCN2C(=O)C3CC=CCC3C2=O)c(=O)[nH]c1=O (configuration not stated)	1	·	8%	-4	10%	·	·	-1	·	37%
C1=C(CCNc2nnnn2-c2ccccc2)CCCC1	-2	-1%	1%	4	-2%	-7%	-3%	?	0	-56%[inhibitor]
O=C(O)c1cccc(N2C(=O)CCC2=O)c1	·	-1%	1%	·	·	-6%	-6%	0	-1	·
Cc1ccccc1Nc1nc(N)nc(CN2CCN(C(=O)c3ccccc3)CC2)n1	-31	6%	-1%	2	3%	1%	1%	0	2	17%
CN(C(=O)COC(=O)c1cc([N+](=O)[O-])ccc1Cl)c1ccccc1	1	-2%	-6%	-7	-3%	?	13%	1	2	24%
COCCNC(=O)CN(C(=O)Cn1nnc2ccccc21)c1ccc(C)c(F)c1	-5	1%	·	-4	4%	?	8%	0	8	22%
COc1cc(/C=N/Nc2nc(N3CCCCC3)nc(N3CCCCC3)n2)ccc1OC(=O)c1ccco1	·	12%	6%	·	·	-4%	-11%	-6	-1	·
COc1cccc(C2c3c(oc4ccccc4c3=O)C(=O)N2CCCN2CCOCC2)c1 (configuration not stated)	-15	·	4%	-18	9%	-2%	7%	1	2	-6%
O=C1c2ccccc2S(=O)(=O)c2cc(C(=O)N3CCC(N4CCCC4)CC3)ccc21	-5	·	·	-3	1%	·	·	·	·	-33%
Cc1ccc(C(=O)NCCCNC(=O)c2ccco2)cn1	9	1%	10%	5	-4%	2%	7%	-1	-1	5%
COc1ccccc1NC(=O)COC(=O)c1ccc2ccccc2n1	24	·	25%	32	4%	·	·	·	·	3%
COc1ccc(/C=N/NC(=O)c2ccc(C)nc2)cc1O	2	6%	13%	-1	-1%	?	-5%	-10	2	3%
COc1ccccc1N1CCN(S(=O)(=O)c2c(C)[nH]c(C)c2C(=O)N2CCCC2)CC1	16	-3%	-7%	-3	0%	-2%	12%	-1	·	-7%

Source: PubChem BioAssay
